Source: PubChem BioAssay
S1P1 ag pot: S1P1 (human) agonism or agonism potentiation; AID 449; actives 0.57% (n = 56,000); activation, % at 9.5 µM; S1P1 CRE-bla cells, forskolin, beta-lactamase FRET, potentiator mode; S1P1 agonist co-added at EC20, 2 nM; 100% = saturating reference agonist, 0% = basal; P21453;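 active = activation above a cutoff set at the mean activation of all tested compounds plus 3 SD, cut at about 54% in these data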;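 note: forskolin at 4 µM as EC80 and the EC20 agonist is SEW2871; 100% = SEW2871 at its EC100 plus forskolin at EC80; some compounds past the cut are filed as inactive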
S1P3 ag: activates the human S1P3 receptor; Q99500; S1P3 NFAT-BLA reporter cells, agonism, FRET ratio; relative to 1 µM S1P, basal subtracted; activation, % at 4.5 µM; actives 0.1% (n = 60,000);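 active = activation above the screen-wide mean plus 3 SD, cut at about 4.5% in these data, passing the limit was not always enough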; note: some compounds called inactive have numbers as strong as hits
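Assay system: CHO cells stably expressing human S1P3, Gα16 and NFAT-β-lactamase reporter. Timing: overnight plating, 4 h compound 37 °C, 2 h substrate RT. Signal: β-lactamase FRET emission ratio 460/535 nm. Measure: percent activation versus median 1 µM S1P response, basal-subtracted, per plate. Repeats: primary screen single test, confirmation screen in triplicate.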
HTR1A agonist: activates the human 5-HT1a serotonin receptor; P08908; CHO 5-HT1a Ga15 NFAT-bla reporter, FRET ratio; 0% basal, 100% maximal reference agonist; activation, % at 10 µM; actives 0.56% (n = 65,000); AID 567;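 active = activation above the screen-wide mean activation plus 3 SD, cut at about 19% in these data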;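 note: 0% = DMSO wells and 100% = 5-CT at EC100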
Target sequence (P08908 whole entry, looked up): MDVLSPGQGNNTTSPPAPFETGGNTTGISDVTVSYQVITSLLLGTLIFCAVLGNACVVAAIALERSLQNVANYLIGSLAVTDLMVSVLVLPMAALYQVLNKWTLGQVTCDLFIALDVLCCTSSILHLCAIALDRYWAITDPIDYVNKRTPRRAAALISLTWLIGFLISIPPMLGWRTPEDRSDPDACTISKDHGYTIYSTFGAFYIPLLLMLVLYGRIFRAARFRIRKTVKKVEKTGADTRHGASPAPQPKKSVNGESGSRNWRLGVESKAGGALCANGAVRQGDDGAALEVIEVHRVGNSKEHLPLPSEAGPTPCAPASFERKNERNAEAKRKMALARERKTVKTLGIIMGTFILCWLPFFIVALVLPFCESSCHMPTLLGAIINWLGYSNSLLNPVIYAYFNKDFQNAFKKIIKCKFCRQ
M1 ag: activates the M1 muscarinic receptor | B-score at 10 µM | CHO-M1 cells, Fluo-4 calcium fluorescence, agonist mode; stronger effect = higher value | actives 3% (n = 64,000);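 active = fluorescence rise, raw or as B-score row- and column-corrected plate score, outside the 99.7% band of its plate's samples, either direction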
5HT1E antag: antagonists of human 5-HT1E serotonin receptor | actives 0.99% (n = 65,000) | AID 571 | P28566 | inhibition, % at 6 µM | CHO 5-HT1E Ga15 NFAT-bla reporter, FRET, antagonist;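 active = inhibition above a set limit, the mean inhibition across every tested compound plus 3 SD, cut at about 29% in these data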;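 note: signal is the 460 over 535 nm emission ratio of beta-lactamase substrate; 0% = agonist plus DMSO wells and 100% = wells without agonist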
5-HT1A blocker: 5-HT1a (human) receptor antagonism | CHO 5-HT1a Ga15 NFAT-bla reporter, antagonist mode | inhibition, % at 10 µM | actives 0.68% (n = 62,000) | AID 612;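 active = inhibition above the mean of all tested compounds plus 3 SD, cut at about 43% in these data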;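 note: receptor stimulated by 5-CT agonist at 100 nM near EC80; beta-lactamase reporter measured by ratiometric fluorescence of a cleavable substrate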
HTR1E agonist: agonists of human 5-HT1E serotonin receptor | P28566 | actives 0.69% (n = 65,000) | AID 574 | activation, % at 6 µM | CHO 5-HT1E Ga15 NFAT-bla reporter, FRET; 0% DMSO wells, 100% control agonist wells;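 active = activation above a set limit, the screen-wide mean activation plus 3 SD, cut at about 8.5% in these data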;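 note: 100% = positive control agonist at 1 µM giving full maximal response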
M1 antagonist: antagonists of rat M1 muscarinic receptor. P08482. CHO-M1 cells, Fluo-4 calcium, ACh EC80 antagonist mode; stronger effect = lower value. AID 628. B-score at 10 µM. actives 3.4% (n = 64,000);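 active = calcium fluorescence response, raw or row-and-column corrected B-score, differing from the plate sample mean either way at a set confidence level, mostly lower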
Target sequence (P08482 whole entry, looked up): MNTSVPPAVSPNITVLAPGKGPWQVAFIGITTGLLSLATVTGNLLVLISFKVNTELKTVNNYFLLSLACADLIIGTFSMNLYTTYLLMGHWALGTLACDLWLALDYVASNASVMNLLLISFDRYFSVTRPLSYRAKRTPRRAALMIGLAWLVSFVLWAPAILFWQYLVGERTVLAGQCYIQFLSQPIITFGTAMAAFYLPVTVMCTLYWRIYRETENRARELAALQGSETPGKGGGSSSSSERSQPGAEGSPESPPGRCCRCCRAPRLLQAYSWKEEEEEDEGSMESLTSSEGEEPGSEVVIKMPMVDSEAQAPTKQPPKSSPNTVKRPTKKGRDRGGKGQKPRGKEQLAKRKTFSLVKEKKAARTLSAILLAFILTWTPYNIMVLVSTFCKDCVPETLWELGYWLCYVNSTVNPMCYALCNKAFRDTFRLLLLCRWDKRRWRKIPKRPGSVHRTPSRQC
Jurkat tox 60K: reduces viability or proliferation of Jurkat cells; actives 1.2% (n = 56,000); Jurkat E6.1 viability, ATP luminescence, 48 h; inhibition, % at 4 µM;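 active = inhibition above the mean inhibition of all tested compounds plus 3 SD, cut at about 28% in these data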
* hit, by the source's call; / = no result given.

mol	5HT1E antag	Jurkat tox 60K	S1P3 ag	5-HT1A blocker	M1 antagonist	S1P1 ag pot	M1 ag	HTR1E agonist	HTR1A agonist
c1ccc(N2CCN(c3ccccc3)C2c2cccs2)cc1	1	-6	-0.6	10	-0.26	6	1.5	0.8	-1.1
FC(F)Sc1nnc(-c2cccs2)n1-c1ccccc1	10	9	-0.5	12	0.096	/	-0.11	-0.7	-3.6
O=C1CCCN1CCC1CCN(C(=O)Nc2ccccc2)CC1	-17	-9	0.7	-12	-0.25	-15	0.0043	-0.2	-0.8
O=C(COc1ccccc1Cl)Nn1cnnc1	4	4	-1.9	-6	0.33	-2	-0.12	-1.3	0.8
CC(=O)c1cnc(Nc2nc(C)c3cccc(C)c3n2)nc1C	-2	-4	-0.5	3	-0.34	-4	-0.63	0.0	0.5
CS(=O)(=O)N(Cc1nnc(-c2cccs2)o1)c1ccc(Cl)cc1F	-10	0	1.3	-1	-0.95	12	0.91	-0.8	-2.6
O=C(C1CC1)N1CCc2cc(Br)cc(S(=O)(=O)NCCCN3CCCC3)c21	5	/	/	21	-0.5	/	0	-0.9	-0.9
COc1cccc(-c2cc(C(F)(F)F)n3nc(N)nc3n2)c1	8	11	0.1	-1	0.31	-34	1	0.6	1.0
CCCn1c(-c2ccc(F)cc2)n[nH]c1=S	8	-4	-0.8	10	0.069	7	-0.67	-1.3	-0.1
COCc1cc(C)nc(N2CCN(c3ccccc3)CC2)c1C#N	-11	-5	0.6	-13	/	-24	/	-0.1	0.0
OC(CCN1CCCCC1)(c1ccccc1)c1ccccc1	-2	/	-3.5	/	-12*	-9	1.9	-0.2	1.2
CCCCCCOC(=O)NCC(O)c1ccccc1 (configuration not stated)	-5	-6	-1.2	-9	0.13	6	-0.0063	-0.8	-3.2
Cc1ccc(C)c(NC(=O)CSc2nc3c(c(=O)n2C)SC(C)C3)c1 (configuration not stated)	4	4	-0.5	-4	-0.29	-9	-0.72	0.9	2.5
COc1ccccc1-n1nnnc1SCC(=O)NC1CCCC1	-9	-5	1.4	-6	0.31	-6	1.8	-0.2	-3.2
O=C(NCCC1=CCCCC1)N[C@@H](Cc1ccccc1)C(=O)O	-7	-9	-0.7	-7	-0.014	-23	-0.041	1.6	-3.2
Cc1ccc2[nH]c(=O)c(CN(Cc3ccccc3)Cc3nnnn3C3CCCC3)cc2c1	0	-8	-0.5	2	-0.0091	-18	0.047	0.4	-0.8
CC(=O)Nc1ccc(S(=O)(=O)N2CCCc3ccccc32)cc1	2	82*	-0.7	11	-1.7	/	-1.3	0.5	-0.1
COC(=O)c1ccccc1NC(=O)c1ccc(-c2ccccc2F)o1	11	0	-0.2	2	-0.52	/	0.88	-0.8	-0.1
C/C(=N\O)C(=O)NCC1CCNCC1	3	4	-1.2	-5	0.33	5	1.2	-1.0	-0.3
O=C(NC1CCCC1)C1CC(=O)N(CCc2ccccc2)C1 (configuration not stated)	-9	-12	-0.2	2	-1.6	-8	-0.011	-1.0	-1.2
CCOP(=O)(c1ccc(N(C)C)cc1)C(O)c1ccc(Cl)cc1 (configuration not stated)	-10	-3	-0.3	5	-0.022	2	-0.00039	0.8	-2.3
O=C(COC(=O)CCCNC(=O)c1ccc(Cl)cc1)NC1CC1	0	0	-0.4	4	0.054	32	-0.04	0.1	-0.3
O=C(NCc1ccccn1)c1n[nH]c2ccccc12	-6	2	1.2	-9	1.3	4	-1.7	-0.4	-2.1
Cc1cccc(Nc2nc(N)nc(CN3CCC(C(N)=O)CC3)n2)c1C	3	-6	-0.8	3	0.011	-14	-0.87	0.7	-4.0
O=C(CC1Nc2ccccc2NC1=O)NCCCN1CCCCCC1 (configuration not stated)	-2	1	-0.5	1	0.21	-3	0.021	-0.1	-1.3
c1coc(CNc2ncnc3c2oc2ccccc23)c1	-1	7	-0.9	-8	-2.1	18	1.7	0.4	0.4
COc1cc(N2C(=O)NC3CC2(C)Oc2ccccc23)cc(OC)c1OC (configuration not stated)	2	2	1.7	-9	-0.58	-1	0.016	-1.1	-0.6
O=C(C1CCC(CNc2c(N3CCCCC3)c(=O)c2=O)CC1)N1CCc2ccccc2C1 (configuration not stated)	3	3	0.2	10	0.27	-8	1.1	-1.6	-1.3
CCCc1cc(=O)oc2cc3occ(C)c3cc12	1	4	-1.0	16	-1.1	/	2.7*	-0.7	1.1
Cc1csc(NC(=O)C2C3C=CC(O3)C2C(=O)O)n1 (configuration not stated)	4	3	-1.7	15	0.43	0	1.1	-1.4	-1.9
O=C(CN(c1cccc(C(F)(F)F)c1)S(=O)(=O)c1ccccc1)N1CCOCC1	6	4	-1.2	2	/	-3	/	-0.7	2.2
Cc1nc2c(sc3nc4c(cc32)COC(C)(C)C4)c(=O)n1CC(=O)NCc1ccco1	31*	/	/	17	0.82	/	0.69	-0.5	-3.1
Cc1ccc(N2CCN(C(=O)c3ccccc3Br)CC2)c(C)c1	-10	0	-0.6	6	-0.8	1	-1.5	0.2	-2.3
CCOc1ccccc1NC(=O)Cn1c(=O)n(CCC(=O)NC2CCCC2)c(=O)c2ccccc21	-5	-4	0.4	12	-0.21	-11	-0.032	0.3	-0.5
Cc1cc(Cl)cc(C)c1OCCCCn1ccnc1	0	1	0.0	0	-0.55	/	-0.62	-0.7	3.1
Cc1ccc(Nc2nc(N)nc(CN3CCN(Cc4ccc5c(c4)OCO5)CC3)n2)c(C)c1	-1	5	-0.5	12	0.43	-5	-1	-0.8	1.1
CCOC(=O)C1CCN(C(=O)CSCc2nc(-c3ccc(OCC)cc3)oc2C)CC1	22	10	-0.9	-4	-1.6	16	5.1*	0.2	-0.3
CCC(Oc1ccccc1)C(=O)NCc1cccnc1 (configuration not stated)	3	-2	-0.4	11	0.2	-11	-0.9	-0.9	-0.6
Cc1cc(C)cc(N(CC(=O)NCc2ccc3c(c2)OCO3)C(=O)CCC(=O)Nc2ccccn2)c1	15	6	-1.2	9	0.085	12	-0.18	0.8	1.3
CCOc1ccccc1-n1c(SCC(N)=O)nnc1-c1ccc(O)cc1	13	2	-0.4	8	0.45	15	0.49	0.8	-2.5
O=C(Nc1ccc(Cl)cc1)N1CC=CCC1	10	12	-2.0	10	0.019	-15	0.62	-0.7	-0.5
CCOc1cc(C(=O)Nc2cnccn2)cc(OCC)c1OCC	9	51*	-1.1	28	-0.47	-35	0.92	-1.5	-2.4
CCn1c(=O)cc(SCC(=O)Nc2cccnc2)c2ccccc21	8	11	0.0	2	0.041	-10	-0.75	-0.5	-3.5
CCN(CC)S(=O)(=O)c1cccc2nsnc12	-1	-3	-0.6	7	0.32	-4	-0.31	-0.7	-1.0
Nc1c(NCCCN2CCOCC2)c2ccccc2oc1=O	5	-1	-0.1	-6	0.72	/	-0.26	0.4	-1.3
N#Cc1c(C#N)c(-c2ccccc2)n(-c2ccc(C(=O)O)cc2)c1N	-7	6	-0.9	-7	-0.012	-11	-0.37	0.4	2.0
CCOC(=O)c1c(C)c(C(=O)NCC2CCCO2)c(C)n1CC (configuration not stated)	11	1	-0.6	-1	0.4	-1	0.33	-1.4	-2.6
O=C(C1CCCCC1)N1CCCn2c1nc1ccccc12	7	/	-0.3	/	0.0097	9	0.45	-0.8	3.7

Part of the list above in another layout:
CCn1c(=O)cc(SCC(=O)Nc2cccnc2)c2ccccc21
  5HT1E antag: 8
  Jurkat tox 60K: 11
  S1P3 ag: 0.0
  5-HT1A blocker: 2
  M1 antagonist: 0.041
  S1P1 ag pot: -10
  M1 ag: -0.75
  HTR1E agonist: -0.5
  HTR1A agonist: -3.5

CCN(CC)S(=O)(=O)c1cccc2nsnc12
  5HT1E antag: -1
  Jurkat tox 60K: -3
  S1P3 ag: -0.6
  5-HT1A blocker: 7
  M1 antagonist: 0.32
  S1P1 ag pot: -4
  M1 ag: -0.31
  HTR1E agonist: -0.7
  HTR1A agonist: -1.0

(further entries)
mol	5HT1E antag	Jurkat tox 60K	S1P3 ag	5-HT1A blocker	M1 antagonist	S1P1 ag pot	M1 ag	HTR1E agonist	HTR1A agonist
COC(=O)CSc1nc2sc3c(c2c(=O)n1C1CCCCC1)CCN(C)C3	0	/	-3.3	/	-2.7*	-24	-2.7*	0.2	1.6
CCc1ccccc1OCc1nnc(N)s1	-2	6	-0.3	2	-0.66	-5	-0.85	-1.2	-3.9
N#Cc1c(/N=C/c2ccco2)oc(-c2ccccc2)c1-c1ccccc1	7	4	-1.4	-10	-0.052	9	1.2	-1.5	-2.7
O=C(CCn1c(=O)[nH]c2ccccc2c1=O)N1CCN(c2ccc(Cl)cc2)CC1	-15	-5	0.1	-4	1.1	-16	-0.0017	-0.9	0.4
COc1ccccc1OC(=O)c1ccc(SC)cc1OC	1	0	0.3	12	-0.57	10	-0.56	-0.7	-4.2
COC(=O)c1sc(S(=O)(=O)N2CCCCC2)c(C(=O)OC)c1C	-3	2	-0.7	2	-4.5*	-2	-0.044	-1.3	0.2
Cc1nn(C)c(C)c1NC(=O)CCSc1nc(-c2ccco2)cc(C(F)(F)F)n1	2	4	-0.6	22	-3.7*	-12	34*	-0.6	0.3
O=C(NCc1ccco1)NCC(F)(F)F	5	-5	-1.8	0	0.99	-15	-0.32	-0.3	1.7
CSc1nc2ccccc2n1Cc1cccc(F)c1	-4	-2	-0.3	21	-0.44	-17	0.092	0.1	-0.1
Cc1ccc(-c2nn3c(C)nnc3s2)cc1NC(=O)c1cccs1	-9	-2	-0.5	-4	0.16	7	-0.67	1.1	-1.5
CCOc1ccc(OCC(=O)Nc2ccc(S(=O)(=O)Nc3cc(C)nc(C)n3)cc2)cc1	1	0	-0.1	-8	0.081	1	0.14	-0.6	-3.3
O=S(=O)(c1cccc(-c2nnc(SCc3ccc(Cl)cc3)o2)c1)N1CCCCC1	-7	-6	0.4	-5	-0.24	-12	1	0.5	2.2
CC(=O)c1cccc(NC(=O)CN(c2cccc(F)c2)S(C)(=O)=O)c1	-3	-3	-1.0	10	0	/	-0.16	0.2	-0.7
